Bioassay records as filed in PubChem.
Dynein cargo inh = dynein cargo transport inhibition; 3617.4 mouse cells, GR-EGFP nuclear translocation imaging; test concentration mostly 20 µM; stimulated with dexamethasone, 1 µM; hits give low values; z-score, hits read low; 220,000 compounds, 0.47% hits; AID 1381;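 active = plate z-score of nuclear minus cytoplasmic receptor signal below a set negative limit, without overly bright fluorescence or cell loss, cut at about -3.5 in these data, passing the limit was not always enough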;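 also: z-score of nuclear minus cytoplasmic ring GR-EGFP intensity difference per well; some compounds called inactive have numbers as strong as hits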
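medium = tetracycline-free induction medium containing charcoal-stripped FBS | probe or stimulus = dexamethasone, 1.0 µM final | timing = 48 h induction, then 1 h compound, then 30 min agonist, 37 °C | detection = automated 10x imaging of fixed Hoechst-stained cells | read-out basis = nuclear versus cytoplasmic GR-EGFP signal, averaged per well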
WT yeast gro inh = growth inhibition of WT yeast, mitochondrial fusion screen | mitochondrial fusion phenotypic screen, WT strain | inhibition, % at 10 µM | 190,000 compounds, 2.1% hits | AID 1362; in the data active = inhibition above about 58%; tested in S. cerevisiae
Lipid droplet = hepatic lipid droplet formation modulation; AML12 mouse hepatocytes, oleate lipid droplets, BODIPY imaging; inhibition, % at 6.5 µM; AID 1656; 240,000 compounds, 0.4% hits;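 active = lipid droplet intensity inhibited by at least 50%, with more than 500 cells counted; inconclusive = wells with under 300 cells, treated as cytotoxic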
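Test system: AML12 hepatocytes (mouse); reagent: oleate loading, 100 µM; dosing: one dose, 6.5 µM compound; incubation: overnight exposure; signal: fluorescence imaging, 20x objective, two fields per well; read-out basis: % inhibition of corrected integrated BODIPY droplet signal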
Ins promoter up = MIN6 insulin promoter up-regulation | MIN6 insulin promoter-GFP reporter, high-content imaging; hits give high values | z-score at 5 µM | 190,000 compounds, 0.3% hits;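 active = z-score above 3 at 5 µM with at least 500 cells counted in the well; inconclusive = wells under 500 cells, flagged as cytotoxic or low count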
Yfh1-depleted yeast = enhancers of respiration in Yfh1-depleted yeast, dose response, Friedreich's ataxia, plus single-dose screen (AID 1465) | S. cerevisiae Yfh1-off respiration, WST-1 reduction, 72 h; higher fold induction means a stronger effect | fold induction at 50 µM, or EC50 in µM where a hit was titrated | 220,000 compounds, 0.074% hits;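 active = fold induction of absorbance versus untreated yeast above a set limit, then at least 30% activation at any dose in follow-up; inconclusive = repeats straddling the limit, or above it without dose testing; inactive = fold induction below the set limit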;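 also: activators that raise dye reduction in frataxin-depleted yeast; strong numbers were not always called active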
Autophagy mod = alters autophagy in cells; MEF GFP-LC3 puncta imaging; test concentration mostly 10 µM; calls only at 10 µM (by protocol); 190,000 compounds, 0.98% hits;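 active = percentage of spot-positive cells more than 3 SD above its plate mean, without a fluorescence outlier flag or 80% toxicity; inconclusive = no clear call, values can overlap the other calls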;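 also: spot-positive cell cutoff set from DMSO-treated cells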
b-catenin transl = alters nuclear translocation of beta-catenin in HeLa cells; 190,000 compounds, 0.3% hits; nuclear translocation activity, % at 5 µM; AID 1665; immunofluorescence imaging;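 active = nuclear translocation activity above 50% at 5 µM, with a well cell count of 50 or more; inconclusive = wells under 50 cells across six images, flagged as toxic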;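 also: per-cell ratio of nuclear to cytoplasmic median beta-catenin stain intensity; plate controls were DMSO negative control for no effect and GSK-3 inhibitor IX positive control for full effect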
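Test system: human HeLa cells, native beta-catenin. Compound dosing: 5 µM primary single dose, 0.1% DMSO, 0.02–20 µM confirmation series. Incubation: compound exposure 24 h at 37°C. Detection: beta-catenin immunostaining with DAPI counterstain, 20x imaging, 6 fields/well. Read-out basis: Nuclear/cytoplasmic beta-catenin signal ratio, % activation.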
HEK293 NOD2/NF-kB = inhibition of NOD2-driven NF-kB reporter – cell-based, luminescence, uHTS, HEK293 (AID 1566). HEK293 NOD2/NF-kB luciferase reporter, luminescence; higher % means a stronger effect. one-dose inhibition, % at 4 µM; EC50 in µM for titrated hits. 290,000 compounds, 0.63% hits; in the data active = inhibition above about 50%; also: many of its hits are not listed in these tables
MT stabilizer = microtubule stabilization, imaging screen. HeLa tubulin immunostaining HCS, 24 h; share of cells brighter than vehicle mean+2SD. % tubulin-high responders, % at 10 µM. 200,000 compounds, 0.83% hits;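 active = plate Z-score above 3 for both tubulin-high and condensed-nucleus cell shares, with cell loss under 80%, at 10 µM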;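 also: anti alpha tubulin signal scored within the nucleus-defined area of each cell; some results filed as inactive read as strong as hits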
WT yeast gro inh mutant strain = further read-out of WT yeast gro inh, marked with its call; inhibition, %; mitochondrial fusion phenotypic screen, mutant strain inhibition
Dynein cargo inh cytoplasmic EGFP = further read-out of Dynein cargo inh, marked with its call; z-score; measured here: cytoplasmic GR-EGFP intensity; hits give high values
Dynein cargo inh nuclear GR-EGFP = further read-out of Dynein cargo inh, marked with its call; z-score; measured here: nuclear GR-EGFP intensity;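 lower value marks the stronger effect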
Dynein cargo inh cell count = second read-out of Dynein cargo inh, no call of its own (marks repeat the call); z-score; measured here: cell count per field
Ins promoter up cell count = further read-out of Ins promoter up, marked with its call; cell count; measured here: cytotoxicity, nuclei count;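 total cells summed across four imaged fields per well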
Lipid droplet cells 6.5 µM = recorded beside Lipid droplet, whose call it bears; cell count; measured here: cell count, cytotoxicity flag;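 cells counted across two imaged fields per well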
b-catenin transl cell count 5 µM = recorded beside b-catenin transl, whose call it bears; cell count; measured here: cell count, cytotoxicity flag
MT stabilizer Hoechst-high % = further read-out of MT stabilizer, marked with its call; % Hoechst-high responders; measured here: nuclear condensation Hoechst responders;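 share of cells brighter than vehicle mean plus two SD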
MT stabilizer cytotoxicity % = also measured in MT stabilizer; calls as there; toxicity, %; measured here: cytotoxicity by cell density;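 0% = mean cell density of plate MIN control wells and 100% = no cells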
Autophagy mod cell loss 18 h = also measured in Autophagy mod; calls as there; toxicity, %; measured here: cell loss, nuclei count;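 cell loss after 18 h compound exposure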
An asterisk follows results filed as active; i = inactive; ? = inconclusive; . = not tested or not shown. A portion of the library (hit frequency here may not be typical).

The opening three entries as a preview:
SMILES	Dynein cargo inh	Dynein cargo inh cytoplasmic EGFP	Dynein cargo inh nuclear GR-EGFP	Dynein cargo inh cell count	WT yeast gro inh	WT yeast gro inh mutant strain	Lipid droplet	Lipid droplet cells 6.5 µM	Ins promoter up	Ins promoter up cell count	Yfh1-depleted yeast	Autophagy mod	Autophagy mod cell loss 18 h	b-catenin transl	b-catenin transl cell count 5 µM	HEK293 NOD2/NF-kB	MT stabilizer	MT stabilizer Hoechst-high %	MT stabilizer cytotoxicity %
O=C(CCC(=O)OCC(=O)c1cccc([N+](=O)[O-])c1)Nc1ccccc1Cl	2.6	-0.18	1.8	-1.6	-12	3	12	760	.	.	i	i	-6	-9.1	1250	11%	2.9	1.9	7.1
COc1ccccc1-c1c(-c2ccc(OCC(=O)NN)cc2O)n[nH]c1C(F)(F)F	0.36	-0.21	-0.23	-0.57	12	-17	-5	640	1.3	1202	i	i	-19	0.4	521	0%	1.1	4.2	8.5
C=CCNC(=O)c1c(C(F)(F)F)nn(C)c1Cl	-0.57	0.06	0.045	0.82	-29	14	.	.	-0.04	1304	i	i	7	0.6	1104	-11%	1.2	2.5	3.7

All compounds of this part, from the first entry:
SMILES	Dynein cargo inh	Dynein cargo inh cytoplasmic EGFP	Dynein cargo inh nuclear GR-EGFP	Dynein cargo inh cell count	WT yeast gro inh	WT yeast gro inh mutant strain	Lipid droplet	Lipid droplet cells 6.5 µM	Ins promoter up	Ins promoter up cell count	Yfh1-depleted yeast	Autophagy mod	Autophagy mod cell loss 18 h	b-catenin transl	b-catenin transl cell count 5 µM	HEK293 NOD2/NF-kB	MT stabilizer	MT stabilizer Hoechst-high %	MT stabilizer cytotoxicity %
O=C(CCC(=O)OCC(=O)c1cccc([N+](=O)[O-])c1)Nc1ccccc1Cl	2.6	-0.18	1.8	-1.6	-12	3	12	760	.	.	i	i	-6	-9.1	1250	11%	2.9	1.9	7.1
COc1ccccc1-c1c(-c2ccc(OCC(=O)NN)cc2O)n[nH]c1C(F)(F)F	0.36	-0.21	-0.23	-0.57	12	-17	-5	640	1.3	1202	i	i	-19	0.4	521	0%	1.1	4.2	8.5
C=CCNC(=O)c1c(C(F)(F)F)nn(C)c1Cl	-0.57	0.06	0.045	0.82	-29	14	.	.	-0.04	1304	i	i	7	0.6	1104	-11%	1.2	2.5	3.7
Cc1cc(C)n(C(=O)CCCC(=O)n2nc(C)cc2C)n1	0.51	-0.19	0.7	0.31	8	-1	.	.	.	.	i	i	0	.	.	8%	3.8	2.5	11
CC1(C)Cc2ccccc2C(N/N=C/c2cccc(F)c2)=N1	0.18	-0.17	-0.24	-0.023	-3	-3	.	.	-1	1582	i	i	-14	2.6	1345	10%	3.8	2.4	6.3
CCCCCCn1c2c(c(=N)c3c1CCC3)CCC2	-0.48	0.13	-0.36	-0.048	37	45	-100	578	?	.	i	i	-2	0.3	861	49%	3.6	3.2	8.7
CCCn1c(=S)[nH]c2cc(C(=O)NCC3CCCO3)ccc2c1=O (stereo not drawn)	-0.48	-0.2	-0.039	0.33	17	2	1	786	-0.17	1130	i	i	-16	0.5	1024	9%	2.5	2.5	7.0
c1ccc(COc2ccc(OCCn3cncn3)cc2)cc1	-0.2	-0.12	-0.14	0.42	25	9	10	770	-0.78	1235	i	i	-2	0.3	1039	-42%	3.1	3.0	7.0
CC(CCc1ccccc1)NC(=O)CN(C)Cc1ccccc1F (stereo not drawn)	0.52	-0.26	0.27	0.9	-26	-16	-23	737	-0.09	1326	i	i	9	-1.7	1132	-14%	2.6	2.0	7.5
COc1ccc(OC2C(=O)N(c3cc(C)ccc3C)C2c2ccc(OC)c(OC)c2)cc1 (stereo not drawn)	-2	0.063	-1.1	-0.15	-3	-15	16	598	0.17	1426	i	i	-4	-1.6	1053	-2%	2.2	3.5	6.2
CCC(C)NC(=O)CN(c1ccc(Cl)c(Cl)c1)S(C)(=O)=O (stereo not drawn)	-0.4	-0.17	-0.12	0.31	-16	-5	-2	717	0.35	1329	i	i	18	-0.3	1146	0%	1.9	2.2	5.5
CC(C)N(Cc1nnc(-c2ccccc2Cl)o1)C(=O)c1cccc(C#N)c1	0.27	-0.39	0.1	-0.18	.	.	.	.	-0.71	942	.	i	10	-5.5	901	11%	3.2	1.9	12
COc1ccc(CCNC(=O)COc2ncnc3ccccc23)cc1OC	-0.25	-0.039	-0.036	-0.4	3	-5	-2	712	1.6	1203	i	i	4	-3.4	1036	4%	2.0	2.3	8.6
Cn1cc(C(=O)Nc2ccc(F)c(F)c2)cn1	0.21	-0.22	0.15	0.22	7	4	7	781	.	.	i	i	-1	-1.4	1177	-6%	2.6	2.5	3.3
CC(C)CCN1CCN(Cc2cccn2-c2ccc(Cl)cn2)CC1CCO (stereo not drawn)	0.34	-0.3	0.18	0.11	-4	1	-16	531	0.06	1398	i	i	13	-1.1	1107	2%	4.2	0.8	2.5
COc1ccc(C(=O)NC(C)c2nc3ccccc3n2C)cc1OC (stereo not drawn)	0.18	-0.15	0.64	-0.43	16	10	-13	535	0.99	1053	i	i	10	-1.4	1091	-2%	2.3	2.7	7.8
COc1cccc(-c2nc(CS(=O)(=O)CC(=O)Nc3cccc(C)c3C)c(C)o2)c1	-1.5	-0.14	-0.48	0.63	-5	-16	5	583	-0.03	1984	i	i	16	-1.9	1187	-4%	4.4	4.2	7.3
COc1cc2c(cc1NC(=O)c1ccc(C)c([N+](=O)[O-])c1)oc1ccccc12	0.43	-0.17	0.52	-0.073	11	18	-6	660	-0.09	1408	i	i	-5	.	.	37%	9.3	2.6	6.4
CCCCn1c(SCC(=O)N2CC(C)CC(C)C2)nc2cc(S(N)(=O)=O)ccc21 (stereo not drawn)	-0.15	-0.17	0.32	0.62	-14	0	.	.	0.95	1145	i	i	-1	-5.8	1032	31%	2.8	2.2	7.8
CCOCCCNC(=O)C(NC(=O)c1ccc(NC(C)=O)cc1)c1ccc(Cl)cc1 (stereo not drawn)	1.2	-0.17	2.2	-1.5	14	6	-1	603	-0.1	1510	i	i	-35	-1.4	1124	12%	2.2	1.7	7.3
C=CC(COCc1ccccc1)N(Cc1ccccc1)S(=O)(=O)c1ccccc1Br (stereo not drawn)	-0.051	-0.74	0.081	0.084	.	.	-11	688	-0.27	1050	i	.	.	0.1	1172	-7%	.	.	.
O=C(c1ccccc1F)N1CCc2ccccc21	-0.34	-0.37	-0.31	-0.64	.	.	.	.	0.76	1242	i	i	2	-0.8	902	2%	4.1	2.3	8.0
O=C(O)c1cn(-c2ccc(F)cc2)c(=O)c2ccccc12	0.21	-0.39	0.088	0.09	-16	0	-1	739	-0.17	1378	i	i	-14	-0.1	1512	-2%	3.5	1.8	10
COc1ccc(-n2c(Cc3cc(=O)[nH]c(=O)[nH]3)nnc2SCC(=O)N2CCCC2)cc1	-0.66	-0.17	-0.34	0.0077	2	1	.	.	-1.3	1062	.	i	6	.	.	6%	4.3	2.5	5.4
COc1ccc(OC)c(N2Cc3cc(C)c(C)cc3C2)c1	0.48	-0.23	0.1	1.3	4	-10	-11	677	.	.	i	i	7	2.1	1051	8%	3.7	2.2	6.2
Cc1[nH]c(=O)c(C#N)c(C)c1Br	-0.87	-0.2	-0.17	0.52	-2	9	-11	680	-0.5	1211	i	i	15	.	.	20%	3.3	2.4	13
COc1ccc(OC(C)c2ccc(C#N)c(=O)[nH]2)cc1 (stereo not drawn)	0.92	0.39	0.55	-1.2	-13	8	6	716	0.31	1545	i	i	-2	-1.3	1508	1%	4.2	2.2	8.9
COC(=O)c1noc(C)c1-c1ccnn1C(=O)c1ccc(C)cc1	-0.46	-0.29	-0.47	0.94	.	.	5	694	.	.	i	.	.	-1.6	1124	-12%	.	.	.
CN(C)/C=C(/C(=O)c1ccccc1)n1cncn1	-0.81	-0.27	-0.18	0.21	0	2	16	710	.	.	i	i	-4	0.0	1579	10%	5.5	2.1	4.6
CN(C)CCNC(=O)c1cc2c(=O)n(C)c3ccccc3c2n1C	-1.2	-0.23	-0.54	0.88	11	6	.	.	0.47	777	i	i	-2	.	.	3%	4.4	2.9	4.8
Cn1c(N)c(C(=O)COC(=O)c2cc(C3CC3)nc3ccccc23)c(=O)n(Cc2ccccc2)c1=O	0.31	-0.2	0.46	0.43	4	-12	-2	726	0.47	1248	i	i	12	.	.	21%	4.0	2.7	7.1
Fc1c(F)c(C(F)(F)F)c(F)c(F)c1N1CCN(c2ccc3nnc(C(F)(F)F)n3n2)CC1	-0.067	-0.034	-0.017	-0.044	.	.	.	.	0.09	980	i	i	2	-1.8	1202	4%	6.7*	7.1*	8.5*
COc1ccc2c(C=O)c[nH]c2c1	-0.79	0.043	-0.27	0.69	-16	2	-26	651	.	.	i	i	-6	0.5	1053	8%	3.9	2.5	9.3
O=c1c(Cl)c(N2CCN(c3ccccc3)CC2)cnn1C12CC3CC(CC(C3)C1)C2	0.75	0.2	0.087	-0.44	5	-10	6	543	0.33	1191	i	i	-3	-0.7	863	17%	2.2	2.2	3.9
